High-throughput results deposited in PubChem BioAssay by The Scripps Research Institute Molecular Screening Center.
DDE Tn6 FP inh – inhibitors of Tn6 peptide binding to human fibrin DD(E); 370,000 tested, 0.21% active; inhibition, % at 8.3 µM; Fibrin DD(E) TRITC-Tn6 fluorescence polarization displacement; AID 720509; P02675;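 active means inhibition above a per-campaign cutoff: mean of compounds within control limits plus 3 SD, cut at about 15% in these data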;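 further: 0% = median of all compound wells on the plate and 100% = blocking peptide control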
DDE Tn7 FP inh – DD(E)-Tn7 binding inhibition, primary FP screen | P02675 | FP displacement of FITC-Tn7 peptide from fibrin DD(E); 0% = median of compound wells per plate | inhibition, % at 8.3 µM | 370,000 tested, 0.13% active | AID 720508;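 active means inhibition above the mean of compounds falling within the control limits plus 3 SD of them, cut at about 14% in these data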;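 further: 0% = plate median of compound wells and 100% = 10 µM Aha-Tn7 peptide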
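Assay system: Fibrin-DD(E) protein isolated from polymerized human fibrin clots; read-out basis: percent inhibition; medium: Tris/NaCl/CaCl2 buffer, pH 7.8; signal: FP measurement; incubation: 10 min plus 3 h, room temperature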
UHRF1 binding – blocks human UHRF1 binding to methylated DNA. Q96T88. UHRF1 binding to methylated oligo, TR-FRET. inhibition, % at 4.4 µM. 370,000 tested, 0.75% active. AID 687016; in the data active means inhibition above about 21%;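 further: UHRF1 SRA domain binding a hemimethylated CpG hairpin DNA probe; 0% = median of test compound wells and 100% = reference inhibitor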
ASAP1 inh – inhibitors of human ASAP1 ArfGAP activity; 360,000 tested, 0.19% active; ASAP1-stimulated ARF1 GTP hydrolysis, GDP FP detection; AID 624377; inhibition, % at 16.5 µM; Q9ULH1; in the data active means inhibition above about 25%;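 further: 0% = vehicle with enzyme and substrate and 100% = no enzyme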
Target sequence (Q9ULH1 325-724 limits assumed): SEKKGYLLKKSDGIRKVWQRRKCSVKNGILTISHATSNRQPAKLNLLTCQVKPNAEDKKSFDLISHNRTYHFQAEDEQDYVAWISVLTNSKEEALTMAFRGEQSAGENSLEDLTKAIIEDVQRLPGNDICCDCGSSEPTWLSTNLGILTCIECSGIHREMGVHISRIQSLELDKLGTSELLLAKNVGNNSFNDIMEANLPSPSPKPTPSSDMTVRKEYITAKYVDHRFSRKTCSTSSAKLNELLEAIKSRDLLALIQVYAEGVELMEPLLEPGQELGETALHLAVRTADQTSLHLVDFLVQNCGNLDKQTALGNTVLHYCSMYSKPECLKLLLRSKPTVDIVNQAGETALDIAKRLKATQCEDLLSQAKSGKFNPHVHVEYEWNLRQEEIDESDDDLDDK
ARFGAP1 inh – inhibitors of rat ARFGAP1; Q62848; inhibition, % at 16.5 µM; Arfgap1-stimulated ARF1 GTP hydrolysis, GDP FP detection; 360,000 tested, 0.26% active;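 active means inhibition above a per-plate limit, mean inhibition of low control wells plus 3 SD, cut at about 25% in these data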;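 further: 0% = DMSO wells with enzyme and 100% = wells lacking Arfgap1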
Target sequence (Q62848 1-136 limits assumed): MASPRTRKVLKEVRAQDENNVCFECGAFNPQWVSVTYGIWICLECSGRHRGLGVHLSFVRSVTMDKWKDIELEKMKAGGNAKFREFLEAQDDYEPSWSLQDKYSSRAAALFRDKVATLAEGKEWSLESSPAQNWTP
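System: truncated rat Arfgap1 GAP domain / Benchmarks: high control wells lacking Arfgap1, low control full reaction with DMSO / Times: compound-enzyme preincubation 20 min, reaction 120 min, detection 60 min, 25 °C / Repeats: one replicate per compound / Also added: human ARF1(Δ1-17)-GTP substrate / Measured by: Tracer-displacement fluorescence polarization with EDTA stop, 620/688 nm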
MBD2 inh – MBD2-methylated oligo binding inhibition. TR-FRET, MBD2 binding to methylated oligonucleotide. 370,000 tested, 0.31% active. inhibition, % at 4.4 µM. AID 686964. Q9UBB5; in the data active means inhibition above about 13%
ADAM17 inh – inhibits human ADAM17; 370,000 tested, 0.83% active; P78536; recombinant ADAM17, EDANS/DABCYL FRET peptide cleavage; AID 720648; inhibition, % at 6.95 µM;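 active means inhibition above the mean of compounds lying between control limits plus 3 SD, set per campaign, cut at about 8.5% in these data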;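 further: 0% = DMSO-only wells as the low control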
proKLK7 act – activators of human kallikrein-7 zymogen; purified proKLK7, EDANS-DABCYL substrate fluorescence; 100% is mature enzyme control, 0% vehicle; 370,000 tested, 0.9% active; P49862; activation, % at 7 µM;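 active means activation above the mean of all tested compounds plus 3 SD, computed per campaign excluding outliers beyond control limits, cut at about 13% in these data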
Target sequence (P49862 whole entry, looked up): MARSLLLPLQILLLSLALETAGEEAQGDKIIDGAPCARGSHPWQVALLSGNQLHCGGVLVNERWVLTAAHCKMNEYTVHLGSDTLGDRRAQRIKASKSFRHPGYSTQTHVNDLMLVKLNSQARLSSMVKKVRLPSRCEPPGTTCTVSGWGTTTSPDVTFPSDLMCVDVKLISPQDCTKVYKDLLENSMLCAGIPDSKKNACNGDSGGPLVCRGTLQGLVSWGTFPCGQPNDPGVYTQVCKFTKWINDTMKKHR
PLC-gamma1 inh – PLC-gamma1 (human) inhibition, primary screen; P19174; purified PLC-gamma1, fluorogenic substrate, fluorescence; inhibition, % at 12.2 µM; 370,000 tested, 0.84% active; in the data active means inhibition above about 9.5%
PLCb3 inh – PLC-beta3 (human) inhibition, primary screen; Q01970; inhibition, % at 12.2 µM; 370,000 tested, 0.18% active; AID 720704; Purified PLC-beta3, fluorogenic substrate, fluorescence; in the data active means inhibition above about 11%;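 further: 0% = median of compound wells on plate and 100% = full blocker control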
An asterisk follows results filed as active; i = inactive; x = not tested or not shown.

A first look, two compounds:
SMILES	DDE Tn6 FP inh	DDE Tn7 FP inh	UHRF1 binding	ASAP1 inh	ARFGAP1 inh	MBD2 inh	ADAM17 inh	proKLK7 act	PLC-gamma1 inh	PLCb3 inh
CCOc1ccccc1NC(=O)Cn1nnc(C(=O)NCCc2ccc(OCC)c(OCC)c2)c1N	4	4	2	2	1	0	0	-0.2	1	-6
CCOC(=O)[C@@]12CN(C(=O)OC(C)(C)C)CC=C1N(Cc1ccc(OC)cc1)C(=O)[C@H]2CC(=O)N1CCCCC1	0	-4	-1	x	x	-2	-3	0.0	-2	0

The listing (from the top)
SMILES	DDE Tn6 FP inh	DDE Tn7 FP inh	UHRF1 binding	ASAP1 inh	ARFGAP1 inh	MBD2 inh	ADAM17 inh	proKLK7 act	PLC-gamma1 inh	PLCb3 inh
CCOc1ccccc1NC(=O)Cn1nnc(C(=O)NCCc2ccc(OCC)c(OCC)c2)c1N	4	4	2	2	1	0	0	-0.2	1	-6
CCOC(=O)[C@@]12CN(C(=O)OC(C)(C)C)CC=C1N(Cc1ccc(OC)cc1)C(=O)[C@H]2CC(=O)N1CCCCC1	0	-4	-1	x	x	-2	-3	0.0	-2	0
CCOc1cnc(-c2ccc(OC)cc2)o1	-3	-1	3	-11	10	-1	-2	-0.5	3	2
O=C(c1ccccc1Sc1cccc2ccccc12)N1CCOCC1	4	-1	1	3	19	-3	4	0.0	3	0
Cc1cccc(-n2ncc3c(N)ncnc32)c1	-2	-4	1	0	8	-5	6	-0.5	10*	12*
CCN(C(=O)CN1C(=O)S/C(=C\c2ccc(Cl)cc2)C1=O)C1CCS(=O)(=O)C1 (stereo not given)	-3	2	-1	6	-5	-4	5	0.2	5	-4
O=S(=O)(Nc1cc(Cl)cc(Cl)c1)N1CCOCC1	11	-2	2	-6	-1	0	-3	-0.7	4	-4
COC(=O)CN1C(=O)C(O)(CC(=O)c2ccc(C)o2)c2ccccc21 (stereo not given)	9	-2	-3	-13	-4	1	1	0.1	4	4
CN(C)C(=O)c1cccc(-c2cccc(-c3nc(C(=O)NCc4ccccc4)cc4c3[C@H](CCO)N(S(=O)C(C)(C)C)C4)c2)c1 (stereo not given in full)	3	-1	-3	16	-2	-4	0	-0.5	-26	-35
CC1CCCN(C(=O)CCS(=O)(=O)Cc2ccccc2)C1 (stereo not given)	4	1	-5	0	0	-4	-3	-0.3	2	0

Continued, starting with the last 2 of the part before.
SMILES	DDE Tn6 FP inh	DDE Tn7 FP inh	UHRF1 binding	ASAP1 inh	ARFGAP1 inh	MBD2 inh	ADAM17 inh	proKLK7 act	PLC-gamma1 inh	PLCb3 inh
CN(C)C(=O)c1cccc(-c2cccc(-c3nc(C(=O)NCc4ccccc4)cc4c3[C@H](CCO)N(S(=O)C(C)(C)C)C4)c2)c1 (stereo not given in full)	3	-1	-3	16	-2	-4	0	-0.5	-26	-35
CC1CCCN(C(=O)CCS(=O)(=O)Cc2ccccc2)C1 (stereo not given)	4	1	-5	0	0	-4	-3	-0.3	2	0
Cc1cc(C)c(S(=O)(=O)c2ccccc2F)c(=O)[nH]1	-4	-2	6	4	-6	2	-1	-0.1	-1	-6
COCCN1CC(C(=O)NCCc2nc(C)c(C)s2)CCC1=O (stereo not given)	2	4	1	-3	-5	-1	-8	-0.6	0	-8
O=c1oc2cc(OCc3ccc([N+](=O)[O-])cc3)ccc2c2c1CCCC2	11	7	2	9	5	1	-9	-0.8	-8	-9
COc1ccc(NC(=O)c2oc3cc(C)c(C)cc3c2C)c(OC)c1	-3	0	-1	-16	-3	1	0	0.1	1	2
COCc1cc(CN2CCCC(C(=O)c3cccc(C(F)(F)F)c3)C2)ccc1OC (stereo not given)	-3	1	0	-15	-5	-2	-2	0.4	0	3
Cn1nnnc1SCCNC(=O)C1CCC(=O)N(Cc2ccccc2F)C1 (stereo not given)	0	1	-3	-10	12	0	2	0.6	2	-6
COc1ccc(CN(C)CC(=O)Nc2sc3c(c2C#N)CCC3)c(OC)c1	-3	-8	9	-2	7	7	8	0.0	-12	-21
CCOC(=O)c1nn(-c2ccccc2)c(=O)c2c(NC(C)=O)scc12	-1	-7	3	9	0	0	-2	-0.1	-4	-6
O=C(c1cccnc1)N1CCN(C(=O)c2ccco2)CC1	1	10	12	-1	1	5	-1	0.3	2	-3
CCCCN(C)c1c(C)nc2ccc(C(=O)N(C)Cc3ccco3)cn12	-4	-2	1	-10	-4	2	-11	-0.3	-5	-7
O=C(COC(=O)/C=C/c1ccc([N+](=O)[O-])cc1)NCc1ccco1	-1	2	-1	6	10	-2	1	-0.5	2	-3
CCc1nnc(NS(=O)(=O)c2ccc(N3C(=O)c4ccccc4C3=O)cc2)s1	0	2	1	4	7	-1	0	0.4	2	1
N/C(Cc1ccccc1Sc1ccccc1)=N\O	0	-2	0	8	0	0	-2	-0.5	1	0
CC(C(=O)Nc1ccc(O)cc1C(=O)O)N1C(=O)/C(=C\c2cccs2)SC1=S (stereo not given)	-6	2	-4	6	5	0	2	-0.2	-1	-15
COc1ccc(-n2nc(C(=O)NCC(=O)NCc3ccccc3OC)c3ccccc3c2=O)cc1	-1	5	-2	-1	-12	-5	1	0.5	0	-7
CC(=O)Cc1nsc(NC(=O)c2ccc(COc3ccccc3C)o2)n1	5	8	0	-22	-14	-5	-2	0.3	-14	-17
O=C(Nc1ccccc1)C1CCN(S(=O)(=O)c2ccc3c(c2)OCCO3)CC1	-2	8	5	1	-10	3	-1	0.7	-2	-7
Cc1nc(N2CCCCC2C)c2c(C)c(C(=O)Nc3cccc(C(F)(F)F)c3)sc2n1 (stereo not given)	-4	-1	-1	13	6	-2	-1	-0.1	0	-2
OC(Cn1cncn1)(c1ccc(F)cc1)c1ccc(Cl)cc1 (stereo not given)	-4	-1	2	10	4	-1	-1	-0.6	0	-3
Cc1cc(N2C3CCC2CC(O)(c2ccc(F)cc2)C3)nc(-c2ccccc2)n1 (stereo not given)	1	2	4	11	0	10	8	-0.3	0	-3
COc1ccc(N2C(N)=NC(N)=NC2(C)C)cc1	0	0	7	0	-7	1	-3	-0.4	7	1
CC(=O)Nc1ccc2nc3ccccc3nc2c1	-11	5	-13	10	1	-6	-46	43*	i	i
COC(=O)c1ccc(OC)c(CN2CCCN(Cc3ccc(F)cc3)S2(=O)=O)c1	2	0	5	-1	7	-7	2	0.2	6	1
CCCCn1c(N)c(N(CCC(C)C)C(=O)C2CC(=O)N(CCc3ccc(OC)c(OC)c3)C2)c(=O)[nH]c1=O (stereo not given)	1	2	2	-2	3	0	-2	0.3	4	-2
Cc1cccc([N+](=O)[O-])c1NC(=O)COC(=O)C1CC2CCCC(C1)C2=O (stereo not given)	-4	5	1	-3	13	3	-5	0.4	4	-9
N#Cc1ccccc1NC1=CC(=O)CCC1	-6	1	-2	-10	1	2	-124	0.9	-189	-253
CCOCCOC(=O)c1ccc(-n2cncn2)nc1	1	5	2	16	2	-1	-3	0.2	-2	2
O=C(Nc1cccnc1)c1ccc(F)cc1	-1	3	1	-2	-1	3	-4	-0.9	-1	-1
CCc1noc(C)c1C(=O)N1CCCC(C(=O)c2cc(F)ccc2F)C1 (stereo not given)	-6	-4	1	0	-7	3	-3	-0.8	-2	-9
COc1ccc(S(=O)(=O)N(C)CC(=O)NCCCN2CCOCC2)cc1C	0	4	-9	-1	0	-2	-8	-0.1	1	-5
CCc1nc2c(OCC(=O)C(C)(C)C)cccn2c1N(C)C(=O)C1CC1	-2	-4	-2	4	-4	2	-5	0.3	-4	-7
N#CCCCc1cn(-c2nc3ccccc3s2)nn1	3	-9	0	11	11	-5	-2	-0.4	2	5
COc1ccc(CC(=O)NC(C)c2nnc(SCCC(=O)Nc3ccccc3)n2C)cc1 (stereo not given)	8	0	-1	4	-10	7	-2	0.2	0	-6
O=C(CSc1ccc2c(c1)OCCO2)NCc1ccco1	4	1	5	-7	-3	6	-3	0.7	0	-1
O=C(Cn1nc(C(F)(F)F)c2c1CCCC2)NCc1ccco1	5	4	0	5	8	0	3	0.3	2	-1
COc1cccc(CN2CCN(Cc3cc(OC)c(OC)cc3OC)CC2)c1	0	-6	-1	-6	-1	0	-2	0.2	1	0
O=c1cc(CCc2ccccc2)[nH]c(=O)[nH]1	2	-3	0	5	12	-1	0	-0.1	2	-1
Cc1ccc(-c2nn(-c3ccccc3)cc2C(=O)Nc2cccc(S(=O)(=O)NC3=NCCC3)c2)cc1	-5	-2	-1	6	-8	-2	5	0.3	-2	1
COc1ccc(/C=N/NC(=O)CCc2nc3ccccc3[nH]2)cc1	-11	4	1	-2	1	-2	-2	-0.8	1	2
CN(C)c1ccc(CC(=O)N2CCCC(c3cc(C(=O)Nc4ccc5c(c4)OCO5)no3)C2)cc1 (stereo not given)	-3	-5	1	0	0	-7	-4	0.4	0	0
CN1CCN(c2nc3c(c(=O)[nH]c(=O)n3C)n2CCSc2nnnn2-c2ccccc2)CC1	-1	-2	1	-7	-4	-3	3	-0.6	5	-1
CC(C)Cc1c2c([nH]c(=S)c1C#N)CCCC2	7	-1	-1	6	-10	-3	5	0.7	-1	-4
CCOC(=O)c1[nH]c(C)c(C(=O)N2CCc3c([nH]c4ccccc34)C2c2ccccn2)c1C (stereo not given)	-1	7	3	11	9	-6	5	0.3	0	-2
COc1cc(OC)cc(C(=O)Nc2nc3ccccc3[nH]2)c1	-2	4	-3	13	1	3	-4	0.7	-7	-9
CCOC(=O)c1oc2ccccc2c1NC(=O)c1cccc(OC)c1OC	4	3	-2	4	-1	1	0	0.0	-6	-6
CC1(C(=O)O)CCCN1C(=O)c1ccc(Cl)cc1Cl (stereo not given)	1	4	0	-12	-2	4	-5	-0.8	-1	1
O=C(C[n+]1cccc(C(=O)N/N=C/c2cccc([N+](=O)[O-])c2)c1)c1ccccc1	-10	-3	-6	0	1	-8	0	0.2	-9	-6
COc1cc(C(NC=O)C(=O)Nc2c(C)cccc2C)ccc1O (stereo not given)	1	-2	6	1	-2	1	-4	0.1	1	-6
CC(c1ccc(F)cc1)n1cc(S(=O)(=O)N2CCCC2)ccc1=O (stereo not given)	2	3	1	-1	-7	-2	-4	0.7	-1	3
O=C1OC[C@@H]2CCCN2C(=O)[C@H](CC(=O)N(CCO)Cc2ccccc2)C/C=C\C[C@H]1Cc1ccc(F)cc1	-4	-2	-1	4	-15	-2	0	0.5	0	3
The results go on:
SMILES	DDE Tn6 FP inh	DDE Tn7 FP inh	UHRF1 binding	ASAP1 inh	ARFGAP1 inh	MBD2 inh	ADAM17 inh	proKLK7 act	PLC-gamma1 inh	PLCb3 inh
S=c1nc(-c2ccccc2)n(-c2ccccc2)[nH]1	-3	-6	-2	13	3	-2	-1	-0.6	1	-1
CCOC(=O)CC(=O)CSC1=C(C#N)C(c2ccccc2OC)CC(=O)N1 (stereo not given)	-1	0	-5	9	2	-5	-4	0.0	-13	-19
CSC1=NCCN1C(=O)Cc1cccs1	-4	-1	1	1	-3	-3	-3	-0.4	-2	0
NC(=O)c1ccc(-n2nnnc2SCC(=O)Nc2ccccc2F)cc1	-3	-2	-1	2	1	-5	-4	-0.2	0	-3
CC(C)NC(=O)c1onc(CSc2ccc(F)c(F)c2)c1C(=O)NC(C)C	-2	-7	1	13	-5	-2	1	0.1	3	6
CC(=O)Oc1cccc(N2C(=O)C3CC=CCC3C2=O)c1 (stereo not given)	3	-4	0	1	13	-2	-4	-0.3	-1	1
